BRCA1 expr act: increases BRCA1 expression; MCF7-BRCA1-FFLuc reporter, luminescence, 48 h; response scale: scaled: vehicle 0%, 10 µM genistein 100%; Potency, µM (doses to about 46.1 µM), without a hit: at the highest dose activation, usual class: activators; 380,000 compounds, 1.1% hits; also: potency is read from the fitted curve at half-maximal effect; nearly all actives have a fitted effect of over 80% in size; some results filed as inactive show a strong effect at the top dose
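Using MCF7 cells harboring a BRCA1 firefly luciferase reporter, plated 2 h before compound pinning, the screen measured luminescence after 48 h incubation. Responses were normalized to DMSO and 10 microM genistein, then fitted for concentration-effect.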
TRPV1 agonist: agonists of human vanilloid receptor 1 (TRPV1); Q8NER1; TRPV1-expressing cells, Fluo-8 calcium influx, agonist mode; activation, % at 8.33 µM; 320,000 compounds, 0.19% hits; in the data active = activation above about 80%; inconclusive = between about 30% and that limit; also: 0% is about no effect
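TRPV1-expressing cells were cultured overnight at 35.5C and loaded with Fluo-8 calcium dye for 40 to 90 min at room temperature. After a 10 s baseline, compound was added and calcium influx was read kinetically for 3 min (ex 480/em 520 nm).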
uPA generation: cell surface uPA generation inhibition. cell surface uPA generation assay, qHTS. Potency, µM (titrated, usually from 38.3 µM), for inactives: at the top dose activity change, negative = inhibition, actives largely listed as inhibitors. 330,000 compounds, 0.31% hits. AID 540303; active = well fitted inhibition curve with a large enough effect; inconclusive = small, poorly fitted or top-dose-only effect; inactive = no such curve, though single readings can be large or run the other way; tested in mouse RAW 264.7 cells; also: potency is read from the fitted curve at half-maximal effect; % is scaled to controls: 0 for no effect and ±100 for the full control effect; nearly all actives have a fitted effect of over 55% in size
p53 reactivator: re-activators of mutant p53; H1299 p53-A138V BP100-luciferase reporter, luminescence, 24 h; Potency, µM (highest dose often 92.2 µM), for inactives: at the top dose activity change, positive = activation, usual class: activators; 320,000 compounds, 0.063% hits; AID 504706; also: potency is read from the fitted curve at half-maximal effect; % of control where 0% means no effect; nearly all actives have a fitted effect of over 45% in size
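p53-null H1299 cells stably carrying temperature-sensitive p53-A138V and a BP100-luciferase reporter were pinned with compounds (4-point, 1:5 series) and held 24 hrs at 37 deg C. Luminescence was read 10 min after detection reagent.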
USP2a inh: USP2a (human) protease inhibition. O75604. USP2 core, Ub-CHOP2 coupled fluorogenic reporter, 485/531. Potency, µM (highest dose often 38.3 µM), for inactives: top-dose activity change, negative = inhibition, actives largely listed as inhibitors. 330,000 compounds, 0.01% hits;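 also: potency is read from the fitted curve at half-maximal effect; plate controls were DMSO wells for no effect and full inhibition by NEM control for full effect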
Target sequence (O75604 whole entry, looked up): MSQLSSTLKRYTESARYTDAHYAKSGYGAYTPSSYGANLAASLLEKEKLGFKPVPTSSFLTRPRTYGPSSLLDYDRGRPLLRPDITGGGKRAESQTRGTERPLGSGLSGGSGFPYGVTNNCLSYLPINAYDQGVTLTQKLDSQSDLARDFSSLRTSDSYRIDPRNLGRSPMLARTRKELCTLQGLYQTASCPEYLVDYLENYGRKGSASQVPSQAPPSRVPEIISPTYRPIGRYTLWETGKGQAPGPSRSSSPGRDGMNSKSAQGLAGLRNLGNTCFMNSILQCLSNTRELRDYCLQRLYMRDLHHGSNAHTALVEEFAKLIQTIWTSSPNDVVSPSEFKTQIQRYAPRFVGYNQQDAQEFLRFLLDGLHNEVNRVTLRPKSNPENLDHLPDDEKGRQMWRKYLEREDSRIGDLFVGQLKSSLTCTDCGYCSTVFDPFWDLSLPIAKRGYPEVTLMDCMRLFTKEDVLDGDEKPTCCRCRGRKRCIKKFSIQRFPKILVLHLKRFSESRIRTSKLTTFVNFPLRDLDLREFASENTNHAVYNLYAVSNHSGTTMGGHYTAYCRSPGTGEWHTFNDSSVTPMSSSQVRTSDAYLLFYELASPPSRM
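Cell-free coupled assay: 10nM USP2 core preincubated 30min RT with compound in Tris-HCl pH 8.0/CaCl2/CHAPS buffer, then 25nM Ub-CHOP2 and 25nM reporter substrate; fluorescence (Ex 485/Em 531) read after 60min RT, normalized to NEM inhibition, concentration-response curves fitted.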
S-ASM inh: blocks human secretory acid sphingomyelinase; P17405; placental ASM, HMU-PC fluorogenic substrate, 60 min; Potency, µM (top dose mostly 57.5 µM), inactives show at the highest dose activity change, negative = inhibition, most hits filed as inhibitors; 340,000 compounds, 0.006% hits; also: potency is read from the fitted curve at half-maximal effect
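Steps: dispense placental human ASM, pin compound, wait 10 min at room temperature, add HMU-PC0 substrate at 9 uM final, incubate 60 min at 37 °C, add stop solution raising pH to 10, read fluorescence.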
PTAP TSG101 blk: blocks PTAP/TSG101 interaction to inhibit HIV-1 budding; Q99816; Fluorescence polarization, FITC-PTAP peptide / Tsg101 binding; Potency, µM (top dose mostly 115 µM), for inactives: at the top dose activity change, negative = inhibition, actives largely listed as inhibitors; 340,000 tested, under 10 active; active = well fitted inhibition curve with a large enough effect in the main read-out, with a control signal flat, not every such curve was filed as active; inconclusive = small, poorly fitted or top-dose-only effect, or effect the other way, or a change in a side signal; inactive = no such curve, though single readings can be large or run the other way; also: potency is read from the fitted curve at half-maximal effect; % of control where 0% means no effect
Target sequence (Q99816 whole entry, looked up): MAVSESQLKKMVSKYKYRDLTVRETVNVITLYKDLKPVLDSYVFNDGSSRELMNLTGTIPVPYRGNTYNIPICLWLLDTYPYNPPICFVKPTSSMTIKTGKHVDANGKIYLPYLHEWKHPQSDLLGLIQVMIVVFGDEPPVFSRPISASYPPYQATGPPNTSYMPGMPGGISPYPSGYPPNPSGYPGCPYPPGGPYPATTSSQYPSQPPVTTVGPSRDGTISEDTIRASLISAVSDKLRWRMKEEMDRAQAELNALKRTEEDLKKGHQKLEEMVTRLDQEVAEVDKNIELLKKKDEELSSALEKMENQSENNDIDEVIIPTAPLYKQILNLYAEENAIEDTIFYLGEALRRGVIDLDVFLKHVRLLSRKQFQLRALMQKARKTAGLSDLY
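Steps: Tsg101 binding domain dispensed (10 uM final), compounds pinned in DMSO, FITC-labeled PTAP-motif peptide added (50 nM final); after 20 min binding at room temperature, polarization measured.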
Integrin act MD: integrin-mediated muscular dystrophy alleviation activation. alpha7betagal myoblasts, beta-gal FDG fluorescence, 48 h. Potency, µM (highest dose often 38.3 µM), without a hit: at the highest dose activation, usual class: activators. 350,000 compounds, 0.064% hits. AID 624291;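 also: potency is read from the fitted curve at half-maximal effect; 100% = response of the positive control SU9516; nearly all actives have a fitted effect of over 60% in size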
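alpha7betagal+/- myoblasts (passage 13, 250/well) treated 48 h at 37C with compounds at 1:260 dilution of DMSO stock. Lysed, then beta-galactosidase activity read as FDG fluorescence (ex 480/em 540) after 30 min, with pre-read for autofluorescence.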
Eya2 phos inh: Eya2 (human) phosphatase inhibition; O00167; recombinant Eya2, OMFP fluorescence dephosphorylation (OMFP is methylfluorescein phosphate); Potency, µM (series often up to 76.9 µM), inactives show at the top dose activity, negative = inhibition, hits mostly inhibitors; 330,000 compounds, 0.006% hits; also: potency is read from the fitted curve at half-maximal effect; % is scaled to controls: 0 for no effect and ±100 for the full control effect
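Eya2 (0.2 uM) preincubated 10 min at ambient with compound, then OMFP substrate added at 50 uM; 10 min reaction in 50 mM HEPES pH 7.5, 50 mM NaCl, 5 uM MgCl2, 0.05% BSA, 1 mM DTT. Fluorescence read at Ex 485/Em 525 nm.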
ELG1 genotoxic: genotoxicity induction in ELG1-luciferase HEK293T cells. 330,000 compounds, 1.3% hits. Potency, µM (top dose mostly 46 µM), for inactives: top-dose activity change, positive = activation, most hits filed as activators. HEK293T ELG1-luciferase reporter, luminescence, 16 h; also: potency is read from the fitted curve at half-maximal effect; % of control where 0% means no effect; nearly all actives have a fitted effect of over 60% in size
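After overnight (16 hr) compound treatment at 37 °C, ELG1-luciferase HEK293T cells were lysed with ONE-Glo; luminescence quantified 30 min later at room temperature.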
B2AR arrestin: recruits beta-arrestin to the human beta2-adrenergic receptor. Potency, µM (titrated, usually from 46.1 µM), inactives show top-dose activation, most hits filed as activators. beta-arrestin recruitment to beta2AR, cell-based reporter. 330,000 compounds, 0.02% hits. P07550;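 also: potency is read from the fitted curve at half-maximal effect; 0% = DMSO controls and full agonism = EC100 isoproterenol or metaproterenol; nearly all actives have a fitted effect of over 65% in size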
An asterisk follows results filed as active; ? = inconclusive; nt = not tested or not shown; [ ] = another dose, or the depositor's remark. Unless noted, calls follow the shape of the dose curve; as a rule, active = well fitted curve in the direction sought with a large enough effect; inconclusive = small, poorly fitted or top-dose-only effect, or another doubt; inactive = no such curve, though single readings can be large; an effect the other way counts as inactive or inconclusive. Not a hit list; overall some 2.6% were active at least once.

#1 CC(Sc1nccn1C)C(=O)c1c(N)n(C)c(=O)n(C)c1=O (stereo not given)
#2 O=C(O)/C=C/C(=O)Nc1c(F)cccc1F
#3 O=C(CNS(=O)(=O)c1ccc(Br)cc1)OCc1cc(=O)n2cc(Br)ccc2n1
#4 CCSC(=O)N=Nc1ccc(O)cc1
#5 CCN1CCN(CCC(=O)Nc2cccc(C)c2)CC1
#6 Cc1ccc(-c2nnc(SCC(=O)N3CCCc4ccccc43)n2N)cc1
#7 C/C(=N\Nc1ccc(S(N)(=O)=O)cc1[N+](=O)[O-])c1ccco1
#8 Nc1nc(SCC(=O)NC2CCCC2)[nH]c(=O)c1NC(=O)c1cccs1
#9 COc1ccc(N2C(=O)C(Cl)=C(N3CCCC(C)C3)C2=O)cc1 (stereo not given)
#10 COC(=O)c1sccc1NC(=O)c1csc(C)c1
Assay by compound | 1 | 2 | 3 | 4 | 5 | 6 | 7 | 8 | 9 | 10
USP2a inh | 1.2% | 2.7% | 2.8% | nt | 0.7% | 2.0% | 5.6% | 11.9% | -1.2% | -0.6%
PTAP TSG101 blk | -0.9% | -3.1% | nt | -2.4% | -2.0% | -4.1% | 0.3% | -8.3% | -1.6% | -13.5%
Eya2 phos inh | 13.2% | 6.9% | 2.7% | nt | 1.9% | 4.5% | -1.9% | -22.4% | 6.3% | -2.0%
TRPV1 agonist | -4.5 | -0.2 | -1.1 | nt | -2.4 | -3.3 | -4.7 | -3.1 | 6.0 | 1.4
B2AR arrestin | 0.2% | 0.4% | -0.2% | nt | -0.3% | -0.2% | -0.1% | -1.0% | 0.0% | 0.0%
S-ASM inh | 4.4% | 0.8% | nt | -9.9% | 3.2% | -0.3% | -8.2% | -0.9% | ? | -9.3%
ELG1 genotoxic | -2.2% | -3.5% | 0.4% | nt | 2.5% | -6.0% | -2.2% | -0.7% | 3.0% | 9.0%
uPA generation | 3.1% | -1.1% | nt | -3.6% | 1.4% | 1.6% | -4.3% | 5.9% | 2.7% | nt
Integrin act MD | 21.1% | 37.7% | nt | -20.4% | ? | -24.8% | 10.9% | 23.2% | -36.1% | -2.1%[7.66 µM]
p53 reactivator | 4.1% | 0.3% | -7.0% | nt | nt | 9.4% | -2.9% | 16.8% | -0.6% | -7.9%
BRCA1 expr act | -9.4% | 1.6% | nt | -5.9% | -30.7% | -14.1% | 0.0% | -4.1% | 8.3% | -86.1%

Entries of single compounds as entered above. Screens in order: USP2a inh | PTAP TSG101 blk | Eya2 phos inh | TRPV1 agonist | B2AR arrestin | S-ASM inh | ELG1 genotoxic | uPA generation | Integrin act MD | p53 reactivator | BRCA1 expr act
`O=C(O)/C=C/C(=O)Nc1c(F)cccc1F` in the list: 2.7% | -3.1% | 6.9% | -0.2 | 0.4% | 0.8% | -3.5% | -1.1% | 37.7% | 0.3% | 1.6%
`CCN1CCN(CCC(=O)Nc2cccc(C)c2)CC1` in the list: 0.7% | -2.0% | 1.9% | -2.4 | -0.3% | 3.2% | 2.5% | 1.4% | ? | nt | -30.7%
`O=C(CNS(=O)(=O)c1ccc(Br)cc1)OCc1cc(=O)n2cc(Br)ccc2n1` in the list: 2.8% | nt | 2.7% | -1.1 | -0.2% | nt | 0.4% | nt | nt | -7.0% | nt

Further records.
#11 COc1cc(C(C)=O)ccc1OCC(O)CN1CCN(c2ccc(C)c(C)c2)CC1 (stereo not given)
#12 Cc1ccc(NS(=O)(=O)c2ccc(-c3ccc(=O)[nH]n3)o2)cc1N(C)C
#13 CCOc1c(OC(C)=O)ccc(/C=C/c2ccc3cccc(OC)c3n2)c1[N+](=O)[O-]
#14 Cc1cccc(C)c1NC(=S)Nc1ccccc1C(=O)NCc1ccco1
#15 C#CCOCCOCCOCCNc1nc(N2CCN(C(=O)CCCCCCCCCCNC(=O)Cn3cc(C[C@@H](C)O)nn3)CC2)nc(N2CCN(C(=O)CCCCCCCCCCNC(=O)[C@@H](CCC(=O)O)n3cc(CCCCCN)nn3)CC2)n1
#16 Cc1ccc(-n2nnnc2SCC(=O)NCC2(N3CCOCC3)CCCCC2)cc1
#17 COc1ccc(NC(=O)c2cc(N3C(=O)C4C5CCC(C5)C4C3=O)ccc2Cl)c(OC)c1 (stereo not given)
#18 CCOC(=O)CN(C)C(=O)C1CCCN1C(=O)OC(C)(C)C (stereo not given)
#19 O=C1c2cnc3nc(SCc4ccc(Cl)cc4)nn3c2CC2c3ccccc3CCN12 (stereo not given)
#20 Cc1ccc(C(=O)N2NC(c3ccc(F)cc3)C3C(=O)N(c4ccc(C)c(C)c4)C(=O)C32)cc1 (stereo not given)
#21 CCCCNC(=O)CCn1c(=O)c2ccccc2n(Cc2ccc(Cl)cc2)c1=O
#22 O=C(CCCC(=O)OCC(Cl)=C(Cl)Cl)Nc1ccc(F)cc1
Assay by compound | 11 | 12 | 13 | 14 | 15 | 16 | 17 | 18 | 19 | 20 | 21 | 22
USP2a inh | -0.1% | 0.5% | -9.5% | 4.4% | -0.4% | 5.2% | 3.6% | nt | -1.8% | -9.2% | 1.2% | -0.7%
PTAP TSG101 blk | -1.3% | -3.4% | -0.4% | -0.7% | -4.1% | -1.2% | -5.9% | -7.8% | -0.3% | -3.2% | -0.8% | 0.9%
Eya2 phos inh | 5.0% | 5.7% | -4.7% | 7.3% | -21.8% | -2.4% | 4.9% | nt | 6.5% | 0.2% | 1.1% | -14.9%
TRPV1 agonist | -0.9 | -3.6 | 2.3 | 0.3 | -0.9 | 4.5 | 6.0 | nt | 1.9 | 4.4 | 1.5 | ?
B2AR arrestin | -0.5% | 0.1% | 0.3% | 0.0% | 0.1% | -1.4% | -0.1% | nt | -0.1% | -0.8% | -0.9% | -0.5%
S-ASM inh | -2.2% | 0.8% | nt | 3.4% | -7.9% | 0.8% | 0.7% | 2.0% | 211.7%[activator] | -5.8% | -0.8% | 0.5%
ELG1 genotoxic | -1.6% | 11.4% | -0.3% | 0.1% | 5.3% | -7.3% | -2.5% | nt | -1.5% | 1.8% | 0.5% | 2.7%
uPA generation | -2.4% | 6.3% | -6.4% | 0.0% | -5.0% | -0.9% | 0.9% | -2.8% | -0.4% | -5.3% | 2.3% | 7.6%
Integrin act MD | -10.5% | -1.0% | 19.7% | -30.0% | 0.0% | -17.7% | 10.7% | 23.3% | 14.1% | -34.8% | -7.1% | -1.8%
p53 reactivator | nt | -8.1% | 5.8% | 0.0% | 6.4% | 2.3% | -5.0% | nt | -4.7% | 10.3% | -7.9% | 0.1%
BRCA1 expr act | -4.7% | 4.2% | -6.1% | -2.4% | -3.8% | -14.1% | -4.4% | 50.7% | -26.0% | -6.9% | -9.2% | -19.5%

By substructure, those above with a thiophene ring, fused or not (two)
#8 Nc1nc(SCC(=O)NC2CCCC2)[nH]c(=O)c1NC(=O)c1cccs1
#10 COC(=O)c1sccc1NC(=O)c1csc(C)c1
Assay by compound | 8 | 10
USP2a inh | 11.9% | -0.6%
PTAP TSG101 blk | -8.3% | -13.5%
Eya2 phos inh | -22.4% | -2.0%
TRPV1 agonist | -3.1 | 1.4
B2AR arrestin | -1.0% | 0.0%
S-ASM inh | -0.9% | -9.3%
ELG1 genotoxic | -0.7% | 9.0%
uPA generation | 5.9% | nt
Integrin act MD | 23.2% | -2.1%[7.66 µM]
p53 reactivator | 16.8% | -7.9%
BRCA1 expr act | -4.1% | -86.1%
